TbMetRS inhib: T. brucei MetRS inhibitors, primary screen, biochemical, luminescence. 360,000 compounds, 0.4% hits. inhibition, % at 11.9 µM. purified T. brucei MetRS, ATP depletion, Kinase-Glo luminescence;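 active = inhibition above a per-plate cutoff of the control wells' mean inhibition plus 3 SD, cut at about 5.5% in these data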;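 note: 0% = DMSO wells median and 100% = median of wells with control inhibitor compound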
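System: purified T. brucei MetRS enzyme / Detection: Kinase-Glo luciferase luminescence reporting remaining unconsumed ATP / Medium: HEPES buffer with MgCl2, KCl, DTT, spermine, BSA, pyrophosphatase / Replication: singlicate, one well per compound / Evaluation: percent inhibition relative to median high and low control wells / Schedule: 2 h aminoacylation at 25 °C after 15 min preincubation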
SUMO1-SIM PPI: modulators of SUMO1 protein-protein interactions, primary screen, biochemical, uHTS. 360,000 compounds, 0.33% hits. inhibition, % at 20 µM. Small ubiquitin-related modifier 1 (Homo sapiens), P63165. SUMO1 binding to a labelled peptide, TR-FRET, 1 h; in the data active = inhibition above about 37%
NadD inh: inhibitors of S. aureus NadD, primary screen, biochemical, colorimetric, uHTS | purified NadD enzyme, colorimetric absorbance read-out | 360,000 compounds, 0.78% hits | inhibition, % at 20 µM; in the data active = inhibition above about 26%; note: some compounds past the cut are filed as inactive
LMPTP block: LMPTP phosphatase inhibitors, primary screen, biochemical, fluorescence intensity, uHTS; Low molecular weight phosphotyrosine protein phosphatase (Homo sapiens), P24666; recombinant LMPTP-A, OMFP fluorogenic substrate; inhibition, % at 20 µM; 360,000 compounds, 0.22% hits; AID 651560, 2012;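 active = compounds that cut the enzyme signal by at least half of the control window in the single-dose screen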;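 note: plate controls were DMSO wells with enzyme plus substrate for no effect and substrate without enzyme for full effect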
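Test system: LMPTP-A phosphatase enzyme; input: 0.625 nM LMPTP-A final; reagent: OMFP substrate, 400 µM final; compound dosing: 20 µM single dose, 3% DMSO; incubation: 50 min dark incubation at room temperature; measured by: endpoint fluorescence intensity from OMFP dephosphorylation; measure: % inhibition relative to no-enzyme and uninhibited control wells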
DNMT1 block: human DNMT1 methyltransferase inhibitors, primary screen, biochemical, molecular beacon, fluorescence, HinP1I cleavage, uHTS. inhibition (reported as % activation of signal), % at 10 µM. DNA (cytosine-5)-methyltransferase 1 (Homo sapiens), P26358. 360,000 compounds, 0.83% hits; in the data active = inhibition above about 50%
Target sequence (P26358 504-1616 limits assumed): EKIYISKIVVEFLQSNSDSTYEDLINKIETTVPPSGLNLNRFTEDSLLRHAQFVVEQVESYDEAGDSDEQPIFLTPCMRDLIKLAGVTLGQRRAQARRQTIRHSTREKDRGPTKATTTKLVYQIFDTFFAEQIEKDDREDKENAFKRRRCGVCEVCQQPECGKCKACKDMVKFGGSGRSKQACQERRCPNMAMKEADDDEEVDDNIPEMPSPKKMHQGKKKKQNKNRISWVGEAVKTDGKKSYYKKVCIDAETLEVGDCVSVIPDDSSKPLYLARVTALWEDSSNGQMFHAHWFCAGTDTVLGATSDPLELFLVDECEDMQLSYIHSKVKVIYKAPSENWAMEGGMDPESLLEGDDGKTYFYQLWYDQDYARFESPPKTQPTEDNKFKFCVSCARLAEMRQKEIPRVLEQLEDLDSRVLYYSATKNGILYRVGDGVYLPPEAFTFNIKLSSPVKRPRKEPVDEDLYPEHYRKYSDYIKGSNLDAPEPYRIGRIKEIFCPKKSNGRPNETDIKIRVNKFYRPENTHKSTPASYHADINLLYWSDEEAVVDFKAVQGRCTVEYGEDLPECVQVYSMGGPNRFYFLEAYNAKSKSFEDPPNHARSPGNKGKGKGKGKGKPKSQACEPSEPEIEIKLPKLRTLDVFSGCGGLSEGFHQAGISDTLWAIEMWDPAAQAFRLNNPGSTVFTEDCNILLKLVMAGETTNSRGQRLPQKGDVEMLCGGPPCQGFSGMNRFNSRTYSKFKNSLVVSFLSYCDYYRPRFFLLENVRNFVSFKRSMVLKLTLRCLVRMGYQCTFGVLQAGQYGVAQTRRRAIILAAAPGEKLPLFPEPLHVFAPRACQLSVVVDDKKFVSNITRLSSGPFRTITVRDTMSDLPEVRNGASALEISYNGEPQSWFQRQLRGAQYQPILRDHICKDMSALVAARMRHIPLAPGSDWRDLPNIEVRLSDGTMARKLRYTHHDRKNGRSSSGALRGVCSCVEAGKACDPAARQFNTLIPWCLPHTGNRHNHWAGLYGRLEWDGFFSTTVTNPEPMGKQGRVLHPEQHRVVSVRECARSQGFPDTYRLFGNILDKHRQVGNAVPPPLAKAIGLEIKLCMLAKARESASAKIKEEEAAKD
STEP inh: STEP phosphatase inhibitors, primary screen, biochemical, fluorescence intensity, uHTS. Tyrosine-protein phosphatase non-receptor type 5 (Homo sapiens), P54829. recombinant STEP, OMFP fluorogenic substrate. inhibition, % at 20 µM. 360,000 compounds, 0.25% hits. AID 588621, 2011;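 active = inhibition at 20 µM, scaled per plate between control wells, above about 37%, limit read from the data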;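 note: 0% = DMSO with enzyme and substrate and 100% = substrate only without enzyme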
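Material: STEP (striatal-enriched tyrosine phosphatase) enzyme, cell-free; Compound dosing: 20 µM single dose in 1% DMSO; Technique: fluorescence read at 480 nm ex / 540 nm em; Times: reaction 20 min, ambient temperature; Medium: 50 mM Bis-Tris pH 6.0 with 2.5 mM DTT and 0.005% Tween 20; Also added: OMFP at 25 µM.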
Rpn11 block: Rpn11 (PSMD14) deubiquitinase inhibitors, primary screen, biochemical, fluorescence polarization, uHTS; human 26S proteasome, Ub4-pepOG fluorescence polarization; 20S core pre-blocked with epoxomicin; 26S proteasome non-ATPase regulatory subunit 14 (Homo sapiens), O00487; calls only at 20 µM; 360,000 compounds, 0.59% hits;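 active = inhibition at 20 µM, scaled to each plate's controls, above about 33%, limit read from the data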
Scp-1 inhibitor: Scp-1 phosphatase inhibitors, primary screen, biochemical, colorimetric, uHTS. AID 493091, 2011. inhibition, % at 20 µM. 340,000 compounds, 0.88% hits. Recombinant Scp1, phosphopeptide, malachite green phosphate absorbance;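 active = inhibition above about 50% at 20 µM, limit read from the data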;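 note: plate controls were DMSO wells with enzyme for no effect and wells lacking enzyme for full effect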
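System: truncated SCP-1 phosphatase (76-261aa); medium: Tris acetate buffer pH 5.5 with MgCl2 and Tween-20; incubation: 45 min room-temperature reaction, 5 min colour, 30 min stabiliser; compound: single 20 µM dose, 1% DMSO; reagent: Phosphorylated 17-residue peptide substrate; read-out: % inhibition at 20 µM; technique: colorimetric free-phosphate detection, absorbance 630 nm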
MLLE-PAM2 inh: inhibitors of PABP1 MLLE–PAM2 peptide binding, primary screen, biochemical, fluorescence polarization, FITC-PAM2, GST-MLLE; inhibition, % at 20 µM; 360,000 compounds, 0.36% hits; AID 588489, 2011; in the data active = inhibition above about 35%, passing the limit was not always enough;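 note: plate controls were DMSO wells with GST-MLLE for no effect and wells lacking GST-MLLE protein for full effect; some results filed as inactive read as strong as hits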
CSN inh: inhibitors of CSN-mediated cullin deneddylation, primary screen, biochemical, fluorescence polarization, uHTS; 360,000 compounds, 0.38% hits; inhibition, % at 12.5 µM; Purified CSN, SCF-Nedd8-OG deneddylation; AID 651999, 2013; COP9 signalosome complex subunit 5 (Homo sapiens), Q92905;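 active = pattern-corrected inhibition above about 35%, with an unprinted fluorescence ratio check between 0.5 and 1.5, limit read from the data, passing the limit was not always enough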;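 note: 0% = enzyme with substrate and 100% = substrate without enzyme; some results filed as inactive read as strong as hits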
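Material: purified human Csn5 enzyme expressed in HEK293T cells / Medium: Tris buffer pH 7.5, NaCl, DTT, Tween-20, trehalose, ovalbumin / Compound dosing: 12.5 µM single point / Schedule: 90 min incubation of compound, enzyme and substrate at room temperature / Signal: fluorescence polarization of the substrate / Control set: no-enzyme wells high, enzyme-with-substrate wells low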
Starred values were filed as active, the others as inactive.

`c1ccc(Cn2ncc3c(NCc4ccco4)ncnc32)cc1` gave TbMetRS inhib -0.1, SUMO1-SIM PPI 2, NadD inh 3, LMPTP block 0.6, DNMT1 block 4, STEP inh 1, Rpn11 block inactive, Scp-1 inhibitor 4, MLLE-PAM2 inh 0 and CSN inh 1.
COc1ccc(Cl)cc1NC(=S)NC(=O)c1ccco1 was read as TbMetRS inhib -0.1, SUMO1-SIM PPI -2, NadD inh -1, LMPTP block 2.7, DNMT1 block -7, STEP inh -2, Rpn11 block inactive, Scp-1 inhibitor -9, MLLE-PAM2 inh 28 and CSN inh 3.
`COC(=O)[C@]1(Cc2ccccc2)N[C@H](CN(C)C(=O)Nc2ccc(C(F)(F)F)cc2)[C@@H]2C(=O)N(C)C(=O)[C@@H]21` gave TbMetRS inhib 0.2, SUMO1-SIM PPI 4, NadD inh -3, LMPTP block 0.2, DNMT1 block 8, STEP inh -2, Rpn11 block inactive, Scp-1 inhibitor 8, MLLE-PAM2 inh -4 and CSN inh 1.
CC1(C)CC(=O)C(C=NCCN2CCN(C3CC(=O)N(c4cccc(Br)c4)C3=O)CC2)=C(O)C1 (stereo not drawn) was read as TbMetRS inhib 3.1, SUMO1-SIM PPI 0, NadD inh 1, LMPTP block -0.7, DNMT1 block 0, STEP inh -2, Rpn11 block inactive, Scp-1 inhibitor -3, MLLE-PAM2 inh 9 and CSN inh -4.
For CN(C)c1ccc(N=Cc2nc(-c3ccccc3)oc2OC(=O)c2ccccc2)cc1 the results were TbMetRS inhib -1.0, SUMO1-SIM PPI -3, NadD inh 2, LMPTP block -0.2, DNMT1 block 5, STEP inh -3, Rpn11 block active, Scp-1 inhibitor -7, MLLE-PAM2 inh -33 and CSN inh -4.
Screening O=C(c1ccc(Cl)c(Cl)c1)N1CCN(c2ccccn2)CC1 returned TbMetRS inhib -1.0, SUMO1-SIM PPI 8, NadD inh -7, LMPTP block 0.7, DNMT1 block -3, STEP inh 1, Rpn11 block inactive, Scp-1 inhibitor -6, MLLE-PAM2 inh 5 and CSN inh 0.
For CCN(CC(=O)NC1CCS(=O)(=O)C1)S(=O)(=O)c1ccc(C)c(C)c1 (stereo not drawn) the results were TbMetRS inhib 0.3, SUMO1-SIM PPI -3, NadD inh 0, LMPTP block -0.1, DNMT1 block -2, STEP inh 0, Rpn11 block inactive, Scp-1 inhibitor 5, MLLE-PAM2 inh 23 and CSN inh -16.
Screening O=C(O)c1cccc(S(=O)(=O)Nc2ccc(S(=O)(=O)N3CCOCC3)cc2)c1 returned TbMetRS inhib -0.1, SUMO1-SIM PPI 1, NadD inh -3, LMPTP block 1.0, DNMT1 block 9, STEP inh -1, Rpn11 block inactive, Scp-1 inhibitor 19, MLLE-PAM2 inh -3 and CSN inh 3.
Screening CC(O)CCC(=O)NNC(=S)Nc1ccccc1 (stereo not drawn) returned TbMetRS inhib 0.4, SUMO1-SIM PPI 6, NadD inh 3, LMPTP block -1.2, DNMT1 block -5, STEP inh 0, Rpn11 block inactive, Scp-1 inhibitor -6, MLLE-PAM2 inh 17 and CSN inh 10.
CCn1c(/C(C#N)=N/O)nc2ccccc21 was read as TbMetRS inhib -1.2, SUMO1-SIM PPI -1, NadD inh 1, LMPTP block -2.2, DNMT1 block -3, STEP inh -3, Rpn11 block inactive, Scp-1 inhibitor -5, MLLE-PAM2 inh 8 and CSN inh -9.

The closing 3 records of the part above are carried over, then new ones follow:
Screening O=C(O)c1cccc(S(=O)(=O)Nc2ccc(S(=O)(=O)N3CCOCC3)cc2)c1 returned TbMetRS inhib -0.1, SUMO1-SIM PPI 1, NadD inh -3, LMPTP block 1.0, DNMT1 block 9, STEP inh -1, Rpn11 block inactive, Scp-1 inhibitor 19, MLLE-PAM2 inh -3 and CSN inh 3.
Screening CC(O)CCC(=O)NNC(=S)Nc1ccccc1 (stereo not drawn) returned TbMetRS inhib 0.4, SUMO1-SIM PPI 6, NadD inh 3, LMPTP block -1.2, DNMT1 block -5, STEP inh 0, Rpn11 block inactive, Scp-1 inhibitor -6, MLLE-PAM2 inh 17 and CSN inh 10.
CCn1c(/C(C#N)=N/O)nc2ccccc21 was read as TbMetRS inhib -1.2, SUMO1-SIM PPI -1, NadD inh 1, LMPTP block -2.2, DNMT1 block -3, STEP inh -3, Rpn11 block inactive, Scp-1 inhibitor -5, MLLE-PAM2 inh 8 and CSN inh -9.
Screening COc1ccc(N2CCCC2=O)cc1S(=O)(=O)N1CCOCC1 returned TbMetRS inhib 0.3, SUMO1-SIM PPI 4, NadD inh -10, LMPTP block -3.2, DNMT1 block 72*, STEP inh -3, Rpn11 block inactive, MLLE-PAM2 inh -22 and CSN inh 4.
O=C(C1CCN(S(=O)(=O)c2ccc(Br)s2)CC1)N1CCN(c2ccccc2)CC1 was read as TbMetRS inhib 0.4, SUMO1-SIM PPI 1, NadD inh 2, LMPTP block 0.9, DNMT1 block 1, STEP inh 4, Rpn11 block inactive, Scp-1 inhibitor -5, MLLE-PAM2 inh -8 and CSN inh 5.
Screening CCc1cccc(C)c1NC(=O)C1CC=CCC1C(=O)O (stereo not drawn) returned TbMetRS inhib 0.1, SUMO1-SIM PPI 1, NadD inh -1, LMPTP block -0.4, DNMT1 block 17, STEP inh 2, Rpn11 block inactive, Scp-1 inhibitor 13, MLLE-PAM2 inh 1 and CSN inh -3.
Cn1cc(Cl)c(C(=O)OCC(=O)Nc2ccc(S(N)(=O)=O)cc2)n1 was read as TbMetRS inhib -0.8, SUMO1-SIM PPI -2, NadD inh 1, LMPTP block -1.2, DNMT1 block 3, STEP inh -2, Rpn11 block inactive, Scp-1 inhibitor 12, MLLE-PAM2 inh -3 and CSN inh 0.
Screening CC1(c2nnnn2Cc2ccccc2)CCC(=O)N1CCCn1ccnc1 (stereo not drawn) returned TbMetRS inhib -1.8, SUMO1-SIM PPI 1, NadD inh -4, LMPTP block -0.1 and CSN inh 0.
Screening CCN1CCN(CC(=O)N/N=C/c2cc(Br)cs2)CC1 returned TbMetRS inhib -1.0, SUMO1-SIM PPI -12, NadD inh -4, LMPTP block -3.7, DNMT1 block 0, STEP inh 1, Rpn11 block inactive, Scp-1 inhibitor -10, MLLE-PAM2 inh -7 and CSN inh -1.
For COc1ccc(CCNC(=O)CSc2nc3c(c(=O)n(C)c(=O)n3C)n2C)cc1OC the results were TbMetRS inhib -0.5, SUMO1-SIM PPI -1, NadD inh -1, LMPTP block -1.2, DNMT1 block -1, STEP inh -1, Rpn11 block inactive, Scp-1 inhibitor -9, MLLE-PAM2 inh 7 and CSN inh 8.
CC(NS(=O)(=O)c1ccc(OCC(=O)N2CCCC2)cc1)c1ccccc1 (stereo not drawn) was read as TbMetRS inhib -0.7, SUMO1-SIM PPI -3, NadD inh 0, LMPTP block -0.9, DNMT1 block 2, STEP inh 2, Rpn11 block inactive, Scp-1 inhibitor -4, MLLE-PAM2 inh -5 and CSN inh -1.
`CCc1ccc2[nH]c(=O)c(CN(CCCO)C(=O)NCc3ccccc3)cc2c1` gave TbMetRS inhib -1.4, SUMO1-SIM PPI -2, NadD inh 6, LMPTP block -1.9, DNMT1 block 2, STEP inh 2, Rpn11 block inactive, Scp-1 inhibitor -2, MLLE-PAM2 inh -16 and CSN inh -3.
CC1(OC(=O)CCc2ccccc2)C(=O)C=C2C=C(c3ccc(C#N)cc3)N(C(CO)CO)C=C2C1=O (stereo not drawn) was read as TbMetRS inhib 0.0, SUMO1-SIM PPI 0, NadD inh 2, LMPTP block 1.1, DNMT1 block -6, STEP inh 0, Rpn11 block inactive, Scp-1 inhibitor 2, MLLE-PAM2 inh 25 and CSN inh -2.
`CC1CCC2(CC1)NC(=O)N(CC(=O)NCCc1ccc(F)cc1)C2=O` (stereo not drawn) gave TbMetRS inhib 0.0, SUMO1-SIM PPI 0, NadD inh -8, LMPTP block -0.1, DNMT1 block -4, STEP inh -3, Rpn11 block inactive, Scp-1 inhibitor 0, MLLE-PAM2 inh 2 and CSN inh -7.
`CSc1ccc(CNC(=O)C2Cc3cc(S(=O)(=O)N4CCCC4)ccc3N2C(C)=O)cc1` (stereo not drawn) gave TbMetRS inhib 0.8, SUMO1-SIM PPI -2, NadD inh 5, LMPTP block 1.2, DNMT1 block -2, STEP inh 2, Rpn11 block inactive, Scp-1 inhibitor -8, MLLE-PAM2 inh -7 and CSN inh -1.
For Cc1cc(NC(=O)CCC(=O)N(c2ccccc2)C(C(=O)NCC2CCCO2)c2cccnc2)no1 (stereo not drawn) the results were TbMetRS inhib -0.3, SUMO1-SIM PPI 2, NadD inh 1, LMPTP block 0.2, DNMT1 block 3, STEP inh -1, Rpn11 block active, Scp-1 inhibitor -4, MLLE-PAM2 inh 2 and CSN inh -3.
For O=C(c1ccccc1)c1cc2ccccc2oc1=O the results were TbMetRS inhib -0.8, SUMO1-SIM PPI -21, NadD inh -2, LMPTP block -1.6, DNMT1 block 1, STEP inh 1, Rpn11 block inactive, Scp-1 inhibitor -5, MLLE-PAM2 inh -4 and CSN inh 1.
Screening Cc1cccc(OCCOc2ccc(/C=N/NC(=O)Cc3nnc(N)s3)cc2)c1 returned TbMetRS inhib -1.2, SUMO1-SIM PPI -1, NadD inh 9, LMPTP block -2.2, DNMT1 block 41, STEP inh 0, Rpn11 block inactive, MLLE-PAM2 inh -6 and CSN inh -4.

Bioassay records (PubChem BioAssay)
